Screens deposited in PubChem by several laboratories.
VCAM1 TNFa inh = inhibitors of TNFa-induced VCAM1 expression, primary screen, imaging, HUVEC, TNFa stimulus, immunofluorescence; HUVEC TNFa-induced VCAM-1 immunofluorescence, high-content imaging; 95,000 tested, 0.48% active; AID 802, 2007; inhibition, % at 2 µM;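 active means inhibition above the batch mean plus 3 SD, with images confirmed as a hit by eye, cut at about 37% in these data; inconclusive means inhibition above that limit but hit not confirmed in images; inactive means inhibition not above that limit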;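 further: 0% = TNF-stimulated DMSO wells and 100% = unstimulated control wells; not every result past the cut was called active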
ERa SRC1 inh = ERα–SRC-1 coactivator interaction inhibitors, primary screen, biochemical, TR-FRET, ERα LBD, estradiol-bound | 86,000 tested, 1.7% active | AID 629, 2007 | TR-FRET ER-alpha LBD / SRC-1 peptide | Estrogen receptor (Homo sapiens), P03372 | inhibition, % at 25.6 µM; in the data active means inhibition above about 50%;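 further: 0% = receptor plus peptide control and 100% = peptide only without receptor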
Target sequence (P03372 whole entry, looked up, the tested form may be a part): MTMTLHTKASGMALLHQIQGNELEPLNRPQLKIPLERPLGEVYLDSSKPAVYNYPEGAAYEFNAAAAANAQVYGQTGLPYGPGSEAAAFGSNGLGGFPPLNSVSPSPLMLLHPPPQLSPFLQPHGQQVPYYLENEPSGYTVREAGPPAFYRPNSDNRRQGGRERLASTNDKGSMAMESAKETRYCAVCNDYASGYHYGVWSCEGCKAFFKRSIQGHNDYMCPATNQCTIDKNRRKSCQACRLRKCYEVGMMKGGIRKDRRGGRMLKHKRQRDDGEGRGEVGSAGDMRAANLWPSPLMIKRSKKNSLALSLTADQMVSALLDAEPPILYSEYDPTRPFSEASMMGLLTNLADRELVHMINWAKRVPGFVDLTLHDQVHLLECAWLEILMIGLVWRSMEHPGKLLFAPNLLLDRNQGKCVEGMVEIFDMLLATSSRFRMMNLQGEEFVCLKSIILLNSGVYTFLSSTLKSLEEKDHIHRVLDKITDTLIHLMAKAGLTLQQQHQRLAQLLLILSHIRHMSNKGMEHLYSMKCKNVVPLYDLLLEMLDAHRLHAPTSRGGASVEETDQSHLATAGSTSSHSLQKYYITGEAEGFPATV
IL1B cytotox = cytotoxicity in IL-1B stimulated HUVEC, primary screen, cytotoxicity control for IL-1B NFkB translocation project, imaging, Hoechst nuclear count, IL-1B stimulus. HUVEC cell count loss. cell count reduction, % at 2 µM. 94,000 tested, 0.41% active. AID 845, 2007;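 active means cell count reduction more than 3 SD above the screen-wide mean, cut at about 70% in these data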;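 further: normalized per plate to untreated control cells as the no-loss baseline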
LYP inh 2 = PTPN22 phosphatase inhibitors, primary screen, biochemical, DiFMUP fluorescence, 2 µM; recombinant LYP catalytic domain; AID 640, 2007; inhibition, % at 2 µM; 96,000 tested, 0.21% active; Tyrosine-protein phosphatase non-receptor type 22 (Homo sapiens), Q9Y2R2;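 active means inhibition at 2 µM at or above a set limit, the screen mean plus 3 SD, cut at about 24% in these data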;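 further: 0% = DMSO with enzyme and 100% = enzyme fully blocked by orthovanadate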
FAK blocker = FAK kinase inhibitors, primary screen, biochemical; biochemical FAK kinase activity assay; inhibition, %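 (tested at 7 µM)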; 97,000 tested, 0.84% active; in the data active means inhibition above about 19%;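 further: 0% = DMSO and 100% = reference compound high control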
LYP act = LYP phosphatase activators, primary screen, biochemical, DiFMUP fluorescence, 2 µM | Tyrosine-protein phosphatase non-receptor type 22 (Homo sapiens), Q9Y2R2 | activation, % at 2 µM | recombinant LYP; 0 = plate median, 100 = signal doubled | AID 697, 2007 | 96,000 tested, 0.11% active;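 active means activation at 2 µM above a set limit, the mean plus 5 SD, cut at about 37% in these data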
F-actin modifier = modifiers of F-actin cytoskeleton organization, primary screen, imaging, HUVEC, phalloidin staining, high-content imaging; HUVEC TNFa F-actin phalloidin imaging; inhibition, % at 2 µM; 91,000 tested, 0.18% active; AID 836, 2007;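 active means inhibition above the batch mean plus 3 SD and confirmed as a hit by visual image inspection, cut at about 30% in these data, passing the limit was not always enough; inconclusive means above the inhibition threshold but rejected on visual inspection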; further: strong numbers were not always called active
HUVEC tox TNFa = cytotoxicity in TNFa-stimulated HUVEC, primary screen, cytotoxicity control for VCAM1 expression modulator project, imaging, Hoechst nuclei count | HUVEC TNFalpha-stimulated, Hoechst cell count | cell count reduction, % at 2 µM | 93,000 tested, 0.17% active;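 active means cell count reduction exceeding the screen mean by over 5 SD, scaled to untreated wells per plate, cut at about 78% in these data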;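 further: cells counted after 24 h of TNF alpha exposure following the 1 h pretreatment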
Pyk2 oligo antag = antagonists of Pyk2 self-association, primary screen, Q293 cells, FERM NanoBiT luminescence, HTS. z-score (the deposit names both 25 µM and 10 µM). stronger effect = lower value. 99,000 tested, 0.83% active. Protein-tyrosine kinase 2-beta (Homo sapiens), Q14289. AID 1347419, 2020;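 active means Z-score of -3 or lower, scaled per plate to the spread of control and sample wells; inactive means z-score above -3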;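 further: negative z-score means lost luminescence so less FERM oligomerization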
Active calls of the source: *; ? = inconclusive; / = no result given; [ ] = remark or other dose.

Every second line gives: VCAM1 TNFa inh | ERa SRC1 inh | IL1B cytotox | LYP inh 2 | FAK blocker | LYP act | F-actin modifier | HUVEC tox TNFa | Pyk2 oligo antag
CCCN(CCC)C(=O)CC(c1ccc(F)cc1)c1ccco1 (configuration not stated)
  32 | 2 | 7 | -4 | 1 | 4 | -27 | 21 | -0.93
COc1cccc(CN(CC(=O)NC2CCCC2)C(=O)Cn2nnc(-c3cccs3)n2)c1
  10 | -5 | -5 | 2 | -2 | 1 | -23 | -10 | 0.13
CC(=O)N1c2c(cc(Br)cc2S(=O)(=O)NCC2COc3ccccc3O2)CC1C (configuration not stated)
  11 | 6 | 10 | -33 | -1 | 38* | -4 | 12 | -0.71
CCOC(=O)N1CCN(C(=O)CCSc2ccc(C)cc2)CC1
  -35 | -5 | -9 | -9 | -7 | 7 | -2 | / | 0.5
CCCC1=C(C(=O)OCC)C(c2ccc(NC(C)=O)cc2)NC(=O)N1 (configuration not stated)
  6 | 2 | -6 | 8 | 0 | -11 | 0 | -19 | -0.68
COc1cccc(C2c3c(oc4ccccc4c3=O)C(=O)N2c2ccccn2)c1 (configuration not stated)
  -8 | -2 | -4 | -12 | -3 | 8 | -26 | 4 | /
O=C(Nc1cccc2ncccc12)C(Cl)(Cl)Cl
  -36 | / | 7 | -4 | 7 | 8 | 17 | / | -0.34
O=C1CSC(=Nc2ccc(O)cc2)N1c1ccc(O)cc1
  7 | / | -81 | -2 | 3 | 1 | 11 | -22 | 0.34
CCOC(=O)Nc1ccc2c(C)cc(=O)oc2c1
  7 | 6 | 12 | -8 | -1 | 2 | 7 | -7 | 0.02
COc1ccc(N2C(=O)CC(N3CCN(c4nc5ccccc5s4)CC3)C2=O)cc1 (configuration not stated)
  1 | -5 | 5 | 11 | -4 | -8 | 15 | -12 | -0.8
O=C1C(=O)c2ccc(-c3ccccc3)cc2-c2ccccc21
  64* | 24 | 21 | 13 | 56* | -17 | -21 | 22 | -4.8*
Cc1cccc(N2CCN(C(=O)c3c(C)nn(Cc4ccccc4Cl)c3C)CC2)c1C
  -24 | -3 | 6 | 11 | 2 | -8 | 3 | -12 | 0.24
O=C1CC(C(=O)Nc2ccccc2)N=C(N2CCCCC2)N1 (configuration not stated)
  -8 | -45 | -16 | 2 | 0 | -4 | -13 | / | 0.35
COC(=O)c1ccc(NC(=O)C(C)N2C(=O)c3ccccc3C2=O)cc1 (configuration not stated)
  -5 | 0 | -2 | 0 | 2 | 4 | -12 | 13 | 0.48
Cc1cccc(CC(=O)Nc2cc(C)c3c(=O)oc4ccccc4c3n2)c1
  10 | 0 | -16 | 0 | 6 | -2 | -11 | -20 | /
CN(C)/C=N/c1c(C#N)cnn1-c1ccccc1
  -1 | 11 | 0 | -1 | 1 | 0 | 10 | -30 | -0.04
O=[N+]([O-])c1cccc(-c2nc(-c3ccccc3)c(-c3cccs3)[nH]2)c1
  3 | / | -63 | 13 | 1 | -9 | -24 | -11 | 0.01
CCNc1nc(OCCNC(C)=O)nc(N(C)C)n1
  23 | 3 | 7 | -6 | -3 | 6 | 21 | -2 | -0.2
COc1ccc(NC(=O)CSc2nnc(COc3ccccc3)n2Cc2ccco2)cc1OC
  -12 | 9 | -6 | -2 | 4 | -1 | 20 | -28 | 1.1
Cc1[nH]c(=O)[nH]c(=O)c1/C=N/NC(=O)[C@H](C)NC(=O)OC(C)(C)C
  17 | / | 13 | 6 | 9 | -2 | -12 | -3 | -1.1
O=C(CCl)N(c1ccccc1)c1c[nH]c2ccccc12
  18 | -6 | -7 | -7 | -2 | 7 | -14 | 0 | 0.07
CCSc1nc2ccccc2n1S(=O)(=O)c1ccccc1
  6 | 8 | -5 | -4 | 6 | 2 | 8 | -30 | /
CCC(CC)C(=O)Nc1cccc(C(=O)Nc2nccs2)c1
  0 | 10 | -17 | 12 | 4 | -9 | -10 | -6 | -0.34
Cc1cc(C(=O)CSc2nnc(-c3ccc(F)cc3)o2)c(C)n1CC1COc2ccccc2O1 (configuration not stated)
  34 | -11 | 4 | 15 | 0 | -15 | ? | 7 | 0.8
CN(C)c1oc(-c2ccccc2Cl)nc1C#N
  -45 | -1 | -30 | -6 | 0 | 4 | 6 | 3 | 0.02
CCCNC(=O)c1nc2ncc(Br)cn2n1
  15 | 1 | -25 | -24 | 0 | 20 | 1 | -6 | -0.08
Cc1cccc2c(-c3ccccc3)cc(=O)[nH]c12
  21 | -14 | 11 | 9 | 8 | -7 | -14 | 15 | -1.4
COc1ccccc1-c1c(C(F)(F)F)oc2cc(OC(=O)c3cccc([N+](=O)[O-])c3C)ccc2c1=O
  -30 | / | 9 | 0 | 0 | 3 | 23 | -7 | -0.9
Cc1ccccc1C(=O)NNC(=O)Cc1ccccc1
  -6 | -1 | -13 | 11 | -1 | -10 | -9 | 18 | 0.21
CSCCC1NC2(C(=O)Nc3ccc(Cl)cc32)[C@@H]2C(=O)N(C3CCCC3)C(=O)[C@H]12 (some centres not stated)
  15 | 33 | -23 | -12 | -1 | 8 | -40 | 0 | /
CN(C)c1nc(N(C)C)nc(N(C#N)CCOc2ccccc2)n1
  97* | -10 | 1 | 8 | -1 | -8 | 8 | -3 | -2.1
O=C(NCC(c1cccs1)N1CCOCC1)c1ccc(Cl)s1 (configuration not stated)
  33 | 2 | 27 | 4 | 7 | -3 | -7 | 2 | 0.72
Cc1ccc(CSc2nncn2-c2ccccn2)cc1
  17 | -7 | -30 | 1 | 0 | -4 | -8 | -3 | 0.16
Nn1c(SCC(=O)NC(=O)NC2CCCC2)nnc1-c1ccccc1F
  -8 | -6 | 8 | 9 | 0 | -11 | 2 | -41 | 0.26
CC(=O)Nc1nnc(SCC(=O)NC(C)(C)C)s1
  -8 | 2[fluorescence artefact?] | -6 | -8 | 0 | 4 | 15 | -22 | 0.39
CCOC(=O)CCCNC(=O)COC(=O)c1cc2ccccc2cc1O
  -11 | -2 | 8 | -3 | -3 | 4 | 7 | -18 | 1.2
CCOc1ccc(CCNC(=O)C2CC(=O)N(C3CCCC3)C2)cc1OCC (configuration not stated)
  -2 | 9 | 4 | -3 | 0 | 3 | 1 | -9 | 2.1
CCN(CC)S(=O)(=O)c1ccc(Cl)c(C(=O)Nc2nncs2)c1
  -6 | -8 | 3 | 5 | -6 | -7 | 10 | -10 | 1.4
COc1ccc(C(=O)Nc2ccc(N3CCCC3)cc2)cc1
  7 | 84*[fluorescence artefact?] | 1 | 15 | 32* | -13 | 6 | -22 | -0.44
O=C(NCc1ccc2c(c1)OCO2)c1cccc([N+](=O)[O-])c1
  0 | / | 10 | 11 | -3 | -6 | 57 | -25 | 2
COc1cc(OC)c(NC(=O)CCNC(=O)Cn2cnc3ccccc3c2=O)cc1Cl
  12 | 5[fluorescence artefact?] | -30 | -4 | 0 | 2 | -13 | -17 | 0.5
Cc1ccc(C(O)(c2ccccc2)c2ccccc2C(C)N(C)C)c(C)c1 (configuration not stated)
  -12 | / | 18 | 7 | 6 | -4 | -29 | 15 | 1.9
Cn1c(=O)c2c(ncn2CC(=O)N(Cc2ccccc2)c2ccccn2)n(C)c1=O
  -28 | 1[fluorescence artefact?] | 11 | 0 | 7 | 2 | -23 | 20 | 0.08
CCOC(=O)C(C#N)C(c1cccnc1)c1c(C)[nH][nH]c1=O (configuration not stated)
  9 | -3 | -1 | 12 | -2 | -14 | -25 | 6 | -0.57
COc1ccc(CCNC(=O)C2CC(c3ccc([N+](=O)[O-])cc3)=NO2)cc1 (configuration not stated)
  -6 | / | -29 | 2 | -2 | 2 | 1 | -4 | /
Cc1ccc(C)c(N2C(=O)CS/C2=N\NC(=O)c2ccccc2Cl)c1
  10 | 1[fluorescence artefact?] | 7 | 8 | -1 | -6 | -2 | 1 | -0.51
O=C(Cn1c(=O)n2ncnc2c2c3c(sc21)CCCC3)c1ccccc1
  -11 | 15 | 13 | 7 | 1 | -4 | -25 | 14 | -1.8
CCS(=O)(=O)N1CCN(C(=O)C(c2ccccc2)c2ccccc2)CC1
  10 | 0 | 10 | 8 | -2 | -7 | / | -15 | 0.36
COC(=O)c1ccsc1NC(=O)CN1CCN(c2ccc(F)cc2)CC1
  -4 | -4 | 7 | 11 | 0 | -7 | 18 | -4 | -0.06
Cc1nc(OCc2ccccc2)c2ccccc2n1
  11 | / | -8 | 9 | -8 | -6 | -17 | -9 | 1.2
CC(=O)N1CC=C2C(C#N)=C(N)C(C#N)(C#N)[C@H](c3ccoc3)[C@H]2C1
  4 | -2 | 27 | -7 | 1 | 8 | -14 | -18 | 0.02
O=C(O)C1CCN(c2nc(-c3ccccc3)nc3c2oc2ccccc23)CC1
  0 | -9 | -15 | 11 | -5 | -12 | 10 | -4 | -0.36
CCOC(=O)COn1c(-c2cccc(Cl)c2)nc2ccc([N+](=O)[O-])cc21
  5 | -10 | -16 | -2 | -3 | 6 | -8 | -19 | -2.2
O=C(NCc1ccccn1)c1cc(-n2cnnc2)ccc1Cl
  13 | -13 | 39 | -2 | 1 | 2 | -31 | -6 | 0.82
COc1ccccc1N1CCN(C(=O)c2ccoc2C)CC1
  0 | 8 | 11 | -12 | -1 | 11 | -1 | -9 | 0.29
Cc1c(CCC(C)C)c(=O)n2c([nH]c3ccccc32)c1C#N
  0 | -6 | 10 | 1 | -2 | 0 | 13 | -10 | -1.1
COc1ccc2oc(C)c(C(=O)Cn3ccnc3)c2c1
  -13 | -9 | 23 | -7 | -1 | 7 | 4 | -6 | -0.37
O=C(CCCN1CCOCC1)c1ccc2c(c1)OCCO2
  -12 | 2 | 16 | 9 | 7 | -11 | 18 | 13 | 0.18
O=C(COC(=O)c1ccc2ccccc2c1)Nc1ncc(C(F)(F)F)cc1Cl
  -4 | -1 | -6 | 11 | -3 | -8 | / | -33 | 2.2
CCOc1ccccc1OCC(=O)Nc1nnc(C)s1
  -6 | / | -28 | -10 | -1 | 8 | -34 | 11 | 1.2

The list continues:
Every second line gives: VCAM1 TNFa inh | ERa SRC1 inh | IL1B cytotox | LYP inh 2 | FAK blocker | LYP act | F-actin modifier | HUVEC tox TNFa | Pyk2 oligo antag
CSc1cccc(NC(=O)/C=C/c2ccccc2)c1
  -18 | / | -38 | 8 | 8 | -4 | -12 | -18 | -0.47
Cc1cccc(OCCCC(=O)Nc2nccs2)c1
  5 | -11 | -21 | -10 | 0 | 7 | -2 | -32 | 2
COc1cccc2cc(C(=O)NCc3ccccn3)c(=O)oc12
  7 | -35 | -4 | -4 | 0 | 6 | 2 | -39 | -0.48
COc1ccc(OCC(=O)Nc2cccc(-c3nc4ccccc4[nH]3)c2)cc1
  5 | / | -11 | 0 | -5 | 2 | 19 | -6 | -2.6
